Bioassay records from PubChem.
GPR151 ag – activators of human GPR151; Q8TDV0; activation, % at 11.2 µM; 650,000 compounds, 1% hits; AID 1508602; PathHunter beta-arrestin GPR151 cells, luminescence; in the data active = activation above about 4.9%;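 note: 0% = median of compound wells and 100% = cells with positive control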
* = called active by the depositor.

SMILES	GPR151 ag
CCc1nn(C)c(C(=O)NCc2ccc(Oc3ccc(C)cc3)cc2)c1Cl	1.7

These rows are one share of the data. The share of hits here may be higher or lower than overall.
